Peg3 promoter = reduces Peg3 promoter-driven luciferase expression in HeLa. HeLa PEG-Prom luciferase reporter, luminescence, overnight. inhibition, % at 20 µM. hit rate 1.7% among 360,000. AID 588405;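 active = inhibition of at least 50% at 20 µM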
CaV13 FRET inh = Primary screen for inhibitors of IQ motif and Ca2+-dependent inactivation inhibitor domain binding in CACNA1D, Förster resonance energy transfer in living cells, …; AID 743397; inhibition, % at 12.3 µM; hit rate 0.098% among 340,000; HEK cells, CFP/YFP FRET ICDI-IQ, plate reader, 10 min; percent FRET-ratio fall versus neutral wells;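 active = mean replicate inhibition of at least 30% and at least 1% of replicates passing that level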;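 also: 0% = median of the neutral control wells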
H9c2 protect = modulators protecting cardiomyocytes from myocardial damage; protection from H2O2 cell death, % at 20 µM; hit rate 0.63% among 360,000; H9c2 cardiomyocytes, H2O2 injury protection, ATPLite, 2 h; AID 588492;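 active = compounds giving at least 50% protection of heart cells from peroxide-induced death in the single-dose screen, raw or plate-pattern-corrected value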;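 also: 0% = DMSO wells with peroxide and 100% = DMSO wells without peroxide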
NR2E3 ag-1 = NR2E3 (human) agonism. AID 2300. Q9Y5X4. GST-NR2E3/biotin-RetCOR TR-FRET, 1536-well. inhibition of corepressor binding, % at 4.78 µM. hit rate 0.12% among 320,000;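 active = percent inhibition above the cutoff of mean plus 3 SD of all tested compounds, set per screening campaign, cut at about 20% in these data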;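 also: 0% = DMSO wells and 100% = biotin wells as full block of FRET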
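System: GST-tagged NR2E3 plus biotinylated RetCOR corepressor; Buffer or medium: pH 7.5 Tris-based buffer; Probe or stimulus: RetCOR corepressor, biotinylated, 7 nM; Doses: compound at 4.8 µM, single dose; Schedule: 5 h incubation at 4 °C; Technique: time-resolved FRET; Evaluation: percent inhibition of TR-FRET ratio; Replication: one well per compound, singlicate testing.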
HTR2A ag = activates the mouse 5-HT2A serotonin receptor; CHO-K1 mHTR2A beta-arrestin complementation, luminescence; percent of 30 µM serotonin response; P35363; activation, % at 7.6 µM; hit rate 0.66% among 360,000; AID 624169;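 active = activation above a run cutoff, the mean activation of all tested compounds plus 3 SD, cut at about 14% in these data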;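 also: 0% = plate median of compound wells and 100% = 30 µM serotonin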
iPSC survival up = increases survival of single human iPS cells. hit rate 0.044% among 360,000. AID 602274. hiPSC single-cell survival, ATPlite luminescence; 100% = ROCK inhibitor wells, 0% = DMSO. survival enhancement, % at 20 µM; in the data active = survival enhancement above about 18%;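 also: cells exposed to compounds for 16 hours before the ATP read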
NR2E3 ag-2 = human photoreceptor-specific nuclear receptor agonism; inhibition of corepressor binding, % at 3.98 µM; hit rate 0.35% among 360,000; Q9Y5X4; AID 602229; CHO-S Gal4-NCOR/VP16-NR2E3 two-hybrid, luciferase;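 active = inhibition above the mean of all tested compounds plus 3 SD, cut at about 70% in these data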;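 also: 0% = DMSO with NR2E3 transfected cells and 100% = cells lacking NR2E3 construct; higher means lower luciferase signal from less NR2E3 corepressor binding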
Shn3 inh set2 = inhibitors of Schnurri-3 3'UTR reporter in osteoblasts. Clone20 osteoblast Shn3 3'UTR firefly luciferase, 24 h. inhibition, % at 12.5 µM. hit rate 0.52% among 360,000. AID 588674;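 active = mean inhibition of at least 75% with every replicate also reaching 75%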;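 also: 0% = median of neutral control wells and 100% = pilot-screen positive control compound; some compounds past the cut are filed as inactive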
HIF-2a inh = inhibitors of HIF-2a | AID 624352 | inhibition, % at 18.8 µM | 786-0 RCC cells HIF-2a reporter, luciferase luminescence, overnight | hit rate 0.72% among 360,000;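 active = inhibition of the luminescence signal of 40% or more relative to plate controls, in a single-dose primary screen at 18.75 µM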
PDI turbidity = inhibitors of human protein disulfide isomerase. P07237. PDI insulin aggregation turbidity, A650, 90 min. inhibition, % at 10 µM. hit rate 0.052% among 350,000;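 active = mean inhibition across replicates of 30% or more, whatever share of single replicates reach that level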;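 also: absorbance from insulin aggregation driven by PDI reduction with DTT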
Target sequence (P07237 whole entry, looked up): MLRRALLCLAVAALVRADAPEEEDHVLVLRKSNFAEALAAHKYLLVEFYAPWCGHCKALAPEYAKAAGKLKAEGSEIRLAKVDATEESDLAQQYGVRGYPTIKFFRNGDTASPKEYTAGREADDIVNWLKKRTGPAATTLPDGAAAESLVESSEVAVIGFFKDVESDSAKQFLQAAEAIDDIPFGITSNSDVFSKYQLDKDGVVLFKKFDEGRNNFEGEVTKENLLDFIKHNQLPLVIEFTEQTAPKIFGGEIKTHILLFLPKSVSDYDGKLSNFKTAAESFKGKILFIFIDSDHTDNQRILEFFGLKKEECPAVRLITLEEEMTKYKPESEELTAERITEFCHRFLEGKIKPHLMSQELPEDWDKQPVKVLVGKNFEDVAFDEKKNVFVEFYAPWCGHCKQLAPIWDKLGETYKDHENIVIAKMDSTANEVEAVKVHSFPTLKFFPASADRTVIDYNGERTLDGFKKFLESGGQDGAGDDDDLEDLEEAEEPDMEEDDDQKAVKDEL
TRPM1 prom inh = inhibitors of MITF-driven TRPM1 promoter in melanoma cells; SK-MEL-5 TRPM1 promoter luciferase, 24 h; inhibition, % at 12.5 µM; hit rate 0.83% among 330,000; AID 488899;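 active = mean inhibition across replicates of 60% or more, whatever share of single replicates reaches that level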; also: values of inactives mirror those of a sister screen read the other way
An asterisk follows results filed as active; . = not tested or not shown.

cpd	mol	Peg3 promoter	CaV13 FRET inh	H9c2 protect	NR2E3 ag-1	HTR2A ag	iPSC survival up
1	CC(C)C(=O)N1CCN(c2ccc(NC(=O)c3ccc([N+](=O)[O-])o3)cc2Cl)CC1	108.8*	-1.5	-21.9	.	-6.2	1.5
2	CCOc1ccccc1-n1nnnc1SCC(=O)Nc1cc2oc3ccccc3c2cc1OC	15.8	-5.2	4.3	-0.3	0.7	-1.1
3	O=C1NCCN1CCNS(=O)(=O)c1ccc2ccccc2c1	-7.2	-4.7	-5.0	-0.5	-1.0	-1.1
4	CC(=O)c1cc(C#N)c(SCc2ccc(F)cc2)nc1C	-57.9	-7.3	-3.9	2.1	1.1	-0.6
5	COCCCC1CCN(C(=O)C2CCC(=O)N(C3CCCCCC3)C2)CC1 (stereo not drawn)	9.1	-2.1	-1.0	.	3.5	-0.6
6	O=C(OCC1COc2ccccc2O1)c1c(F)cccc1F (stereo not drawn)	-92.0	.	1.7	6.4	2.4	-2.4
7	CCC(C)[C@H](NC(=O)[C@@H]1Cc2c([nH]c3ccccc23)C2c3ccccc3C(=O)N21)C(=O)NCC1CCCO1 (stereo partly drawn)	-3.5	.	-1.4	0.9	-4.8	-0.8
8	COc1cccc(NC(=O)NCc2cccn2C)c1	-29.7	.	1.6	-1.4	4.4	0.4
9	CC(C)CCNC(=O)C(c1cccnc1)N(CCc1ccccc1)C(=O)Cn1nnc2ccccc21 (stereo not drawn)	12.1	.	12.1	1.2	3.9	1.4
10	CCS(=O)(=O)c1nc(S(=O)(=O)c2ccc(Cl)cc2)c(NCCCN2CCOCC2)s1	21.0	-3.2	2.1	3.5	-0.1	0.0
11	CCn1cc(/C=C/c2cc[n+](C)cc2)c2ccccc21	45.3	-19.1	-14.0	-8.4	-0.5	0.1
12	Cn1c(=O)c2c(nc(NCc3ccccc3)n2CCCc2ccccc2)n(C)c1=O	38.7	-4.8	48.8	-0.4	-1.6	4.2

cpd	NR2E3 ag-2	Shn3 inh set2	HIF-2a inh	PDI turbidity	TRPM1 prom inh
1	18.0	96.2*	91.1*	0.6	85.2*
2	-11.6	-25.5	21.2	-2.9	-1.6
3	1.5	-14.1	21.1	2.9	0.9
4	-34.0	-31.5	-103.3	11.1	-47.7
5	6.7	7.2	12.8	-5.8	10.8
6	-27.1	-16.4	-56.2	6.5	-60.5
7	-3.5	16.8	9.9	.	18.8
8	-52.1	-8.8	-12.0	10.7	-12.6
9	-6.0	7.9	12.1	-2.0	2.2
10	-2.2	-1.3	3.6	-5.6	-0.1
11	-9.0	-11.9	12.2	1.6	35.4
12	30.5	-7.8	16.3	12.5	0.8

By substructure: the compounds so far containing fluorine.
cpd	mol	Peg3 promoter	CaV13 FRET inh	H9c2 protect	NR2E3 ag-1	HTR2A ag	iPSC survival up
4	CC(=O)c1cc(C#N)c(SCc2ccc(F)cc2)nc1C	-57.9	-7.3	-3.9	2.1	1.1	-0.6
6	O=C(OCC1COc2ccccc2O1)c1c(F)cccc1F (stereo not drawn)	-92.0	.	1.7	6.4	2.4	-2.4

cpd	NR2E3 ag-2	Shn3 inh set2	HIF-2a inh	PDI turbidity	TRPM1 prom inh
4	-34.0	-31.5	-103.3	11.1	-47.7
6	-27.1	-16.4	-56.2	6.5	-60.5

Three compounds already listed, arranged by formula weight, high to low.
cpd	mol	Peg3 promoter	CaV13 FRET inh	H9c2 protect	NR2E3 ag-1	HTR2A ag	iPSC survival up
12	Cn1c(=O)c2c(nc(NCc3ccccc3)n2CCCc2ccccc2)n(C)c1=O	38.7	-4.8	48.8	-0.4	-1.6	4.2
5	COCCCC1CCN(C(=O)C2CCC(=O)N(C3CCCCCC3)C2)CC1 (stereo not drawn)	9.1	-2.1	-1.0	.	3.5	-0.6
11	CCn1cc(/C=C/c2cc[n+](C)cc2)c2ccccc21	45.3	-19.1	-14.0	-8.4	-0.5	0.1

cpd	NR2E3 ag-2	Shn3 inh set2	HIF-2a inh	PDI turbidity	TRPM1 prom inh
12	30.5	-7.8	16.3	12.5	0.8
5	6.7	7.2	12.8	-5.8	10.8
11	-9.0	-11.9	12.2	1.6	35.4

Quoted at random: two records from the list
cpd	mol	Peg3 promoter	CaV13 FRET inh	H9c2 protect	NR2E3 ag-1	HTR2A ag	iPSC survival up
3	O=C1NCCN1CCNS(=O)(=O)c1ccc2ccccc2c1	-7.2	-4.7	-5.0	-0.5	-1.0	-1.1
1	CC(C)C(=O)N1CCN(c2ccc(NC(=O)c3ccc([N+](=O)[O-])o3)cc2Cl)CC1	108.8*	-1.5	-21.9	.	-6.2	1.5

cpd	NR2E3 ag-2	Shn3 inh set2	HIF-2a inh	PDI turbidity	TRPM1 prom inh
3	1.5	-14.1	21.1	2.9	0.9
1	18.0	96.2*	91.1*	0.6	85.2*

(list continues)
cpd	mol	Peg3 promoter	CaV13 FRET inh	H9c2 protect	NR2E3 ag-1	HTR2A ag	iPSC survival up
13	Cc1cccc(C(=O)N[C@@H]2c3ccccc3C[C@@H]2O)n1	-34.9	-9.7	14.0	2.1	0.8	-0.2
14	C/C(=N\NC(=O)c1cccc([N+](=O)[O-])c1)c1cccnc1	-8.2	-18.5	9.5	-0.3	0.2	-0.3
15	Cc1cc(N2CCN(C)CC2)nc2ccc(NC(=S)N3CCN(c4cccc(Cl)c4)CC3)cc12	-12.0	-5.3	4.5	1.7	-3.9	-0.7
16	CN(C(=O)CS(=O)(=O)c1cccc(Cl)c1)c1ccccc1	18.8	-4.0	6.0	-0.5	0.6	1.7
17	CN(C)c1ccc(C=NCCC2(O)CCOC(C)(C)C2)cc1 (stereo not drawn)	14.5	-5.2	3.5	0.8	0.1	-2.3
18	CCOC(=O)N1N=C(c2ccccc2)CC1(O)C(F)(F)F (stereo not drawn)	-127.7	-0.9	-1.4	0.8	0.3	2.3
19	CCOC(=O)CSc1nnc(COc2cccc(C)c2)o1	5.4	3.8	-5.8	5.3	0.2	0.2
20	CC(C)C(=NO)c1ccccc1	7.1	-2.6	-0.2	.	0.6	1.5
21	CCCN1C(=O)/C(=C/c2cc(C)n(C)c2C)SC1=Nc1ccc(OC)cc1	7.4	-5.0	-8.5	-0.2	-0.9	0.4
22	CCOc1cc(Cl)c(S(=O)(=O)NCc2ccccn2)cc1Cl	11.2	-9.7	-7.8	2.4	5.9	-1.3
23	O=C(O)CCc1nn2cc(-c3ccccc3)nc2[nH]c1=O	-1.0	.	6.4	1.1	-3.6	7.2
24	CN1CCN(C(=O)c2ccc3ccccc3c2)CC1	-36.0	.	-2.5	-0.5	-3.8	0.8

cpd	NR2E3 ag-2	Shn3 inh set2	HIF-2a inh	PDI turbidity	TRPM1 prom inh
13	4.9	-13.6	-17.9	2.7	-2.1
14	-48.2	-18.5	-1.0	-7.2	4.3
15	2.7	8.2	11.9	-15.6	14.7
16	5.0	11.0	-1.2	-5.4	0.3
17	-2.2	2.3	0.2	-4.0	-11.0
18	-57.7	-53.6	-151.5	4.5	-29.8
19	-38.7	-3.4	13.8	17.2	-6.1
20	-4.7	-3.5	14.1	0.1	-10.9
21	-11.2	-16.4	8.9	10.8	1.5
22	-9.1	-1.7	9.2	-0.4	-1.5
23	3.8	-11.4	10.5	-4.7	-2.0
24	-16.5	-10.8	-42.1	-4.6	-24.3

An excerpt from above with just NR2E3 ag-2:
no.	mol	NR2E3 ag-2
15	Cc1cc(N2CCN(C)CC2)nc2ccc(NC(=S)N3CCN(c4cccc(Cl)c4)CC3)cc12	2.7
5	COCCCC1CCN(C(=O)C2CCC(=O)N(C3CCCCCC3)C2)CC1 (stereo not drawn)	6.7
